L major viab: Leishmania major promastigote growth inhibition | Leishmania major promastigotes, resazurin fluorescence viability | actives 9% (n = 200,000) | inhibition, % at 10 µM | AID 1063; in the data active = inhibition above about 50%;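 also: promastigotes grown with compound for 44 hours at 28 °C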
Redox H2O2 prof: compounds producing H2O2 with reducing agent – biochemical, NIH compound library profiling, artefact control for MLSCN library redox annotation, primary screen; DTT-dependent redox cycling H2O2, phenol red/HRP absorbance; 100% = 100 µM peroxide control, 0% = buffer; activation, % at 10 µM; AID 878; actives 0.03% (n = 200,000);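 active = activation of at least 50% relative to the plate's high and low controls in the primary single-dose screen; inactive = activation below 50%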;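 also: compound incubated with DTT at 0.8 mM final as the reducing agent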
PPARg SRC-2 ag: promotes SRC-2 coactivator recruitment by human PPARgamma | PPARgamma LBD-SRC-2 recruitment, biochemical | activation, % at 8 µM | actives 0.34% (n = 200,000); in the data active = activation above about 22%;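 also: 0% = vehicle and 100% = reference agonist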
ROMK mod: modulates human ROMK potassium channel activity | actives 2% (n = 130,000) | AID 1918 | B-score at 10 µM | Tet-inducible ROMK, thallium flux fluorescence; actives lie on both sides | P48048;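 active = signal ratio slope over the read window, or its plate-corrected B-score, at least 3 SD from the plate mean, either direction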;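 also: B-score of the F/F0 ratio slope over 7 to 12 s after thallium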
TR-FRET SRC-2 ct: flags TR-FRET format artefacts in PPARgamma SRC-2 recruitment agonist screen | TR-FRET ratio at 8 µM | actives 0.4% (n = 200,000) | TR-FRET artefact counter-screen; stronger effect = higher value; in the data active = TR-FRET ratio above about 2000; also: inactives centre near 1500; reference of the scale not given here
TLR4 MyD88 comp: inhibitors of human TLR4-MyD88 binding. O00206+Q99836. HeLa CL3-4 TLR4/MyD88 BLA complementation, FRET ratio. inhibition, % at 8.4 µM. actives 0.18% (n = 200,000). AID 861; in the data active = inhibition above about 25%;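 also: 0% = vehicle and 100% = reference inhibitor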
Target sequence (O00206 whole entry, looked up): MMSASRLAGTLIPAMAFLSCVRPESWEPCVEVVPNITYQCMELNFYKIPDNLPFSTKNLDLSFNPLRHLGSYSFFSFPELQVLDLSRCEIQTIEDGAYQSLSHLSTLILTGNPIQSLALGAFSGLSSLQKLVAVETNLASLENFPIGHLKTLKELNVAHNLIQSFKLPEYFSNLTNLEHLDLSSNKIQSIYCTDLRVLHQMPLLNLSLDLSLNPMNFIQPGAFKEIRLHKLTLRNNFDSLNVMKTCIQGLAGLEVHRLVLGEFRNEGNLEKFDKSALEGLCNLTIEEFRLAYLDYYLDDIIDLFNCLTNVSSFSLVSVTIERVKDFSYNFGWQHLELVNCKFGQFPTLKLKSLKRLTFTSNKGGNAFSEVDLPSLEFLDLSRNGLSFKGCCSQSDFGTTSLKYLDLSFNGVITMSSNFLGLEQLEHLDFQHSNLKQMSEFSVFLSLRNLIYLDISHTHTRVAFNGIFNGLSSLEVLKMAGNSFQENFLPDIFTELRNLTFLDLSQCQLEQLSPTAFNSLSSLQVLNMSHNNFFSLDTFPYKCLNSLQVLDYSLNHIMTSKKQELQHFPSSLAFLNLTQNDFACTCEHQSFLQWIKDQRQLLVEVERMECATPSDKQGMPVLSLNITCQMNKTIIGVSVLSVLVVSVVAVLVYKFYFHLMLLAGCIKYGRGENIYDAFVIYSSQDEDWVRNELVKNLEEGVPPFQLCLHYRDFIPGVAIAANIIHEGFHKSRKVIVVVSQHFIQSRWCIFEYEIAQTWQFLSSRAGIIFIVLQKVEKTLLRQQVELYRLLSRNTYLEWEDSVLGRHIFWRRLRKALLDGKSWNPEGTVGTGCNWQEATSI
Target sequence (Q99836 whole entry, looked up): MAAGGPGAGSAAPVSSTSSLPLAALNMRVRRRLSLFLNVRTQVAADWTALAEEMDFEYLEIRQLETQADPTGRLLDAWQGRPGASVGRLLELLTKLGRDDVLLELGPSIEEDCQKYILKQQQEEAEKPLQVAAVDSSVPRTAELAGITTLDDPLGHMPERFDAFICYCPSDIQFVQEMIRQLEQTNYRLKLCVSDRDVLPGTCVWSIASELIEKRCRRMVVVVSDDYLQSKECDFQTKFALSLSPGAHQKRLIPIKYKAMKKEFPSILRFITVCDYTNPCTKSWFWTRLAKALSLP
bIAP act: intestinal alkaline phosphatase (bovine) activation; actives 0.17% (n = 200,000); purified bovine IAP, CDP-star luminescence, 30 min; stronger effect = higher value; fold of DMSO-control signal, blank-subtracted; activation factor at 20 µM;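 active = activation factor of 2 or more at 20 µM, a signal rise over negative controls twice the positive control's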
S1P3 antag: S1P3 (human) receptor antagonism | inhibition, % at 4.98 µM | CHO S1P3 NFAT-BLA reporter, FRET fluorescence, antagonist mode | Q99500 | actives 0.27% (n = 170,000) | AID 485;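 active = inhibition above the plate cutoff, the mean inhibition of test wells on that plate plus 3 SD, cut at about 28% in these data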;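 also: cells challenged with S1P at its EC80 of 0.8 µM; blue over green emission ratio from cleaved BLA substrate after 4 h stimulation; 0% = S1P-stimulated wells and 100% = unstimulated DMSO-only wells; some compounds past the cut are filed as inactive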
PPARg SRC-1 ag: PPARgamma-driven SRC-1 recruitment agonism | P37231 | PPARgamma-SRC-1 coactivator recruitment biochemical assay | activation, % at 8 µM | actives 0.41% (n = 200,000) | AID 631; in the data active = activation above about 19%;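 also: 0% = DMSO and 100% = reference agonist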
PPARg SRC-3 ag: promotes SRC-3 coactivator recruitment by human PPARgamma | P37231 | biochemical PPARgamma/SRC-3 coactivator recruitment assay | activation, % at 8 µM | actives 0.26% (n = 200,000) | AID 731; in the data active = activation above about 23%;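 also: 0% = DMSO and 100% = reference agonist; some compounds past the cut are filed as inactive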
bIAP inhibitor: intestinal alkaline phosphatase (bovine) inhibition | purified bovine IAP, CDP-star luminescence, 30 min | inhibition, % at 20 µM | 190,000 tested, under 10 active | AID 1019;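 active = over 50% inhibition of intestinal alkaline phosphatase at 20 µM in the single-dose screen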
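Incubation: 30 min reaction at room temperature / Material: purified bovine intestinal alkaline phosphatase (IAP) enzyme / Input: enzyme at 1/65,000,000 dilution / Dosing: 20 µM single dose / Signal: CDP-star luminescence signal / Reagent: CDP-star chemiluminescent phosphatase substrate, 30 µM final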
An asterisk follows results filed as active; . = not tested or not shown.

Every second line gives: L major viab | Redox H2O2 prof | PPARg SRC-2 ag | ROMK mod | TR-FRET SRC-2 ct | TLR4 MyD88 comp | bIAP act | S1P3 antag | PPARg SRC-1 ag | PPARg SRC-3 ag | bIAP inhibitor
CCC(=O)N1c2ccccc2NC2=C(C(=O)CC(C)(C)C2)C1c1cccnc1 (stereo not given)
  -5 | -0.1 | 4 | 0.43 | 1635 | -12 | 1 | -3 | 4 | 6 | 0
O=S(=O)(CCc1ccccc1)/N=C/c1cccs1
  -7 | 0.2 | 10 | 0.82 | 1457 | -3 | 0.9 | 6 | 2 | -1 | 5
COc1cccc(NC(=O)CSc2nnc(-c3cc(C)n(-c4ccccc4)c3C)o2)c1
  -3 | 1.0 | 2 | . | 1527 | 5 | 1.1 | 0 | 1 | 7 | -6
Cc1c(NC(=O)COC(=O)c2ccc[nH]c2=O)c(=O)n(-c2ccccc2)n1C
  -5 | 0.2 | 2 | . | 1587 | -1 | 1 | -8 | -4 | 3 | 4
O=C1c2cccc3cccc(c23)C(=O)N1c1cccnc1
  2 | 1.4 | -2 | . | 1576 | -5 | 1 | -63 | -1 | -9 | -1
Cc1ccc(S(=O)(=O)N2CCCC2C(=O)N(C)Cc2cccs2)cc1 (stereo not given)
  -4 | 1.6 | -5 | . | 1387 | 6 | 1 | -4 | -5 | -10 | 3
COc1ccc(S(=O)(=O)N2CCCCCC2)cc1C(=O)OCC(=O)NC(C)(C)C
  -3 | -1.1 | 3 | 1.1 | 1530 | -2 | 0.9 | -7 | 3 | 3 | 12
Cc1nn(CCC(=O)O)c(C)c1C
  -1 | 0.3 | 9 | 2.4 | 1601 | -11 | 0.9 | . | 4 | 3 | 12
CCN(Cc1ccccc1)C(=O)CC1Oc2ccccc2NC1=O (stereo not given)
  -3 | -2.8 | -1 | . | 1491 | -4 | 0.9 | 3 | 3 | 1 | 10
COC(=O)c1ccc(Oc2nc(C(N)=O)cc(-c3ccccc3)n2)cc1
  -1 | 0.2 | 4 | -0.011 | 1490 | 11 | 1.1 | . | -4 | 0 | -6
CCOC(=O)c1cc(-c2cccs2)nn1CCC#N
  -3 | 0.0 | -1 | -0.29 | 1438 | -2 | 1 | -8 | 1 | 0 | 1
Cc1nc(SCc2ccccc2)c(C(F)(F)F)c(=O)[nH]1
  -4 | -0.5 | 5 | 1.2 | 1649 | 6 | 1 | -18 | 14 | 8 | 3
CCCCCCC(=O)Nc1nc(C)c(-c2csc(Nc3cc(Cl)ccc3OC)n2)s1
  57* | -3.5 | 4 | . | 1679 | -3 | 0.9 | . | 9 | -2 | 12
Nc1ncc(-c2cc3ccccc3oc2=O)s1
  4 | 0.7 | -3 | -1.7 | 1883 | 4 | 1 | 15 | 8 | 13 | -3
Cc1ccc2nc(-c3ccccn3)cc(C(=O)NC3CCN(C)CC3)c2c1
  -4 | -0.9 | 9 | . | 1597 | 8 | 0.9 | -16 | -3 | 11 | 5
COc1ccc(C(=O)c2ccc(N3CCN(C4CC(=O)NC4=O)CC3)cc2)cc1F (stereo not given)
  10 | 2.2 | 1 | . | 1479 | 11 | 1.1 | 2 | 0 | 0 | -12
COc1ccc(CNC(=O)CN(Cc2ccc(C)cc2)S(=O)(=O)c2ccc(Cl)cc2)cc1
  1 | 0.3 | 11 | . | 1565 | -4 | 0.8 | . | 4 | -2 | 21
COCC(=O)N1CCCC(C(=O)c2ccc3c4c(cccc24)CC3)C1 (stereo not given)
  -2 | -0.3 | 4 | . | 1531 | 16 | 0.9 | -13 | 0 | 6 | 8
Cc1cc(C)nc(NC(=O)/C=C/c2ccc3c(c2)OCO3)c1
  23 | -0.6 | 3 | 0.79 | 1790 | -9 | 1 | -5 | 6 | 3 | 1
CCOC(=O)Cn1cnc2c(nnn2-c2ccc(C)cc2)c1=O
  0 | 0.0 | -2 | . | 1295 | 1 | 1 | -12 | -5 | -2 | 4
Cc1nc2ccccc2c2c1C(=O)N(Cc1cccnc1)C2=O
  -8 | 5.6 | 4 | 1.6 | 1616 | 12 | 1 | . | 1 | 1 | 4
COc1ccc(C2NC(=S)NC3=C2CCCC3=C2SCCS2)cc1 (stereo not given)
  8 | -0.7 | 2 | -1.1 | 1400 | -3 | 0.9 | -18 | 0 | 2 | 8
CCc1ccc(-c2cc(C(F)(F)F)n3nc(C(=O)Nc4c(C)nn(Cc5ccc(F)cc5)c4C)cc3n2)s1
  64* | 0.0 | 3 | -0.82 | 1648 | 0 | 1 | . | 1 | 4 | 3
COCC(C)OC(=O)c1c(N)n(CC(C)C)c2nc3ccccc3nc12 (stereo not given)
  40 | 1.0 | 6 | 0.59 | 1518 | 7 | 1 | . | -2 | 6 | -3

A different layout for 14 compounds above.
canonical_smiles | L major viab | Redox H2O2 prof | PPARg SRC-2 ag | ROMK mod | TR-FRET SRC-2 ct | TLR4 MyD88 comp | bIAP act | S1P3 antag | PPARg SRC-1 ag | PPARg SRC-3 ag | bIAP inhibitor
CCC(=O)N1c2ccccc2NC2=C(C(=O)CC(C)(C)C2)C1c1cccnc1 (stereo not given) | -5 | -0.1 | 4 | 0.43 | 1635 | -12 | 1 | -3 | 4 | 6 | 0
O=S(=O)(CCc1ccccc1)/N=C/c1cccs1 | -7 | 0.2 | 10 | 0.82 | 1457 | -3 | 0.9 | 6 | 2 | -1 | 5
COc1cccc(NC(=O)CSc2nnc(-c3cc(C)n(-c4ccccc4)c3C)o2)c1 | -3 | 1.0 | 2 | . | 1527 | 5 | 1.1 | 0 | 1 | 7 | -6
Cc1c(NC(=O)COC(=O)c2ccc[nH]c2=O)c(=O)n(-c2ccccc2)n1C | -5 | 0.2 | 2 | . | 1587 | -1 | 1 | -8 | -4 | 3 | 4
O=C1c2cccc3cccc(c23)C(=O)N1c1cccnc1 | 2 | 1.4 | -2 | . | 1576 | -5 | 1 | -63 | -1 | -9 | -1
Cc1ccc(S(=O)(=O)N2CCCC2C(=O)N(C)Cc2cccs2)cc1 (stereo not given) | -4 | 1.6 | -5 | . | 1387 | 6 | 1 | -4 | -5 | -10 | 3
COc1ccc(S(=O)(=O)N2CCCCCC2)cc1C(=O)OCC(=O)NC(C)(C)C | -3 | -1.1 | 3 | 1.1 | 1530 | -2 | 0.9 | -7 | 3 | 3 | 12
Cc1nn(CCC(=O)O)c(C)c1C | -1 | 0.3 | 9 | 2.4 | 1601 | -11 | 0.9 | . | 4 | 3 | 12
CCN(Cc1ccccc1)C(=O)CC1Oc2ccccc2NC1=O (stereo not given) | -3 | -2.8 | -1 | . | 1491 | -4 | 0.9 | 3 | 3 | 1 | 10
COC(=O)c1ccc(Oc2nc(C(N)=O)cc(-c3ccccc3)n2)cc1 | -1 | 0.2 | 4 | -0.011 | 1490 | 11 | 1.1 | . | -4 | 0 | -6
CCOC(=O)c1cc(-c2cccs2)nn1CCC#N | -3 | 0.0 | -1 | -0.29 | 1438 | -2 | 1 | -8 | 1 | 0 | 1
Cc1nc(SCc2ccccc2)c(C(F)(F)F)c(=O)[nH]1 | -4 | -0.5 | 5 | 1.2 | 1649 | 6 | 1 | -18 | 14 | 8 | 3
CCCCCCC(=O)Nc1nc(C)c(-c2csc(Nc3cc(Cl)ccc3OC)n2)s1 | 57* | -3.5 | 4 | . | 1679 | -3 | 0.9 | . | 9 | -2 | 12
Nc1ncc(-c2cc3ccccc3oc2=O)s1 | 4 | 0.7 | -3 | -1.7 | 1883 | 4 | 1 | 15 | 8 | 13 | -3
